Screens: PubChem, National Center for Advancing Translational Sciences (NCATS)
Lipid storage S3: qHTS Assay for Lipid Storage Modulators in Drosophila S3 Cells. Potency in µM for hits, for the others lipid storage change, negative = inhibition, % at the top dose, mostly 46.1 µM. Drosophila S3 cells, BODIPY lipid droplet fluorescence, 18-24 h; cells fed with added oleic acid. 320,000 compounds, 0.64% hits; active means well fitted inhibition curve with a large enough effect in the signal ratio, with a control signal flat, not every such curve was filed as active; inconclusive means small, poorly fitted or top-dose-only effect, or effect the other way, or a change in a side signal; the % refers to the signal ratio
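Drosophila S3 cells got compounds at several concentrations plus oleic acid (400 uM solution). Laser-scanning cytometry with 488 nm excitation read lipid droplets at 500-530 nm and cells at 575-640 nm. Percent activity was relative to 20 uM Triacsin C.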
Lipid storage S3 cell count max: also measured in Lipid storage S3; calls as there; cell number change, %; measured here: cell count max response;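 cells counted by Cell Tracker Red CMTPX staining in the red channel; peak over a dose series mostly up to 46.1 µM; percent activity relative to internal control wells on each plate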
* = called active by the depositor; i = inactive; ? = inconclusive; . = no result given; [ ] = dose if it differs, or a comment. On the % scale 0 is the no-effect control and ±100 the full control effect; potency means the concentration at half of the fitted maximal effect.

SMILES	Lipid storage S3	Lipid storage S3 cell count max
COCCn1c(SCC(=O)c2c(N)n(C3CC3)c(=O)[nH]c2=O)nnc1-c1ccc(Cl)cc1	6%	-5
COc1ccccc1NC(=O)C12CC3CC(C1)CC(c1ccc(C)cc1)(C3)C2	0%	2
CC(C)N1CCN(CCCc2ccccc2)CC1CCO (stereo not given)	-14%	9
O=C(/C=C/c1ccc2c(c1)OCO2)NCCCN1CCOCC1	?	.
CCOC(=O)C1(CCOc2ccccc2)CCN(Cc2ccc(F)c(OC)c2)CC1	?	.
COc1ccccc1NS(=O)(=O)c1cc(C(=O)N2CC(C)CC(C)C2)ccc1C (stereo not given)	i	.
CC1=C(C)CC(C(=O)NC(C)CCc2ccccc2)C(C(=O)O)C1 (stereo not given)	?	.
CCOc1ccccc1CNc1nc2nc3c(c(=O)n2[nH]1)CCC3	?	.
COc1ccc(C(=O)NCc2ccc(C)cc2)cc1S(=O)(=O)N1CCCc2ccccc21	-2%	1
O=C(c1ccc(COCC(F)(F)F)cc1)N1CCN(c2ccccn2)CC1	-2%	-5
OCC1(CCOc2ccccc2)CCN(Cc2cn[nH]c2-c2ccccc2)CC1	?	.
CN(C1CCCCC1)S(=O)(=O)c1cn(C)c(=O)n(C)c1=O	?	.
O=C(NCc1ccc(F)cc1)c1ccc2c(=O)n3c(nc2c1)CCCCC3	?	.
O=C1CSC(=S)N1c1ccc(Cl)c(Cl)c1	-19%	-27
CC12CCC(C(=O)NC(c3ccccc3)c3ccccc3)(OC1=O)C2(C)C (stereo not given)	-4%	13
CCOC(=O)C1CCCN(C(=O)c2cn(-c3ccccc3)nc2-c2cccnc2)C1 (stereo not given)	21%	-20
O=C(CSc1nnc(SCc2ccccc2)s1)N/N=C/c1c(Cl)cccc1Cl	17%	.
Cc1ccc(NC(=O)CC2S/C(=N/N=C/C=C/c3ccccc3)NC2=O)cc1Cl (stereo not given)	5%	-1
Nc1c(NCc2ccccc2F)c(=O)[nH]c(=O)n1Cc1ccccc1	?	.
CC(C)(C)c1[nH]nc2c1C(c1ccncc1)C(C#N)=C(N)O2 (stereo not given)	?	.
O=C1CC(c2ccc(S(=O)(=O)NCCOc3ccccc3)cc2)CN1 (stereo not given)	i	.
Cc1ccc(-c2csc(N=C(N)N)n2)cc1	-6%	-2
Cn1c(SCC(=O)Nc2cccc3ccccc23)nc(O)cc1=O	?	.
CC(C)CC(C(=O)NC(C)(C)C)N(Cc1ccccc1Cl)C(=O)c1snc(C(N)=O)c1N (stereo not given)	?	.
O=C(CNC(=O)C1CCCCC1)Nc1ccccc1	?	.

Further structures follow.
SMILES	Lipid storage S3	Lipid storage S3 cell count max
OC(COC(c1ccccc1)c1ccccc1)CN1CCCCC1 (stereo not given)	-11%	-8
CCOC(=O)Cn1c(=O)sc2ccccc21	?	.
Cn1c(/N=C/c2c(O)ccc3ccccc23)nc2ccccc21	?	.
COc1ccc(NC(=O)CN(c2ccc(Cl)cc2)S(C)(=O)=O)cc1OC	?	.
CC(=O)N/C(=C\c1ccccc1)C(=O)OCC(=O)c1ccccc1	i	.
Cc1ccc(N2C(=O)C3N=NN(CC(=O)N4N=C(c5cccc6ccccc56)CC4c4ccccc4)C3C2=O)cc1 (stereo not given)	2%	-19
O=C(/C=C/c1ccco1)Nc1cc(Cl)ccc1C(=O)O	?	.
Cc1cccc(NC(=O)CSC2=NN3CCCC(=O)N=C3S2)c1C	-11%	-10
CCOC(=O)C1=C(C)N=C2SCCC(=O)N2C1c1cccs1 (stereo not given)	10%	-2
COc1ccccc1C(=O)NC(CCSC)C(=O)NCc1ccncc1 (stereo not given)	?	.
CCN1C(=O)/C(=C/C=C2/SCCN2C)SC1=S	?	.
O=C(O)c1ccc(CSc2nnc(-c3ccco3)n2-c2ccccc2)cc1	-7%	9
COc1ccc(NC(C#N)c2ccc(OC)cc2)cc1 (stereo not given)	?	.
O=C1CCCc2c1[nH]c1ccccc21	5%	2
COc1ccc(OC)c2[nH]c(C(=O)N3CCC(C(=O)O)CC3)cc12	?	.
Cc1ccc(S(=O)(=O)N(C)Cc2ccc(-c3nnc4n3CCC4)cc2)cc1	14%	-13
Cc1ccn2cc(CCNS(=O)(=O)c3ccc4c(c3)OCCO4)nc2c1	-2%	-14
Cc1ccccc1NC(=O)OCc1cn(-c2ccc(Cl)cc2)nn1	?	.
NC(=O)C1CCN(CC(O)COCc2ccccc2Cl)CC1 (stereo not given)	?	.
CCCCc1ccc(NC2=NCC(=O)N2CCc2ccccc2)cc1	?	.
CC(CC(=O)Nc1ncc([N+](=O)[O-])s1)c1ccccc1 (stereo not given)	5%	-19
COc1ccccc1CNC(=O)CSc1ccc(Br)cc1	?	.
CCOc1cc(CNc2ccc(S(N)(=O)=O)cc2)ccc1OCC(=O)NC(C)(C)C	?	.
O=C(CN1CCc2cc3c(cc2C1)OCCCO3)Nc1cccc(Br)c1	?	.
COc1ccc(C(=O)Cc2ccc(OC)c(OC)c2)c(OC)c1	?	.

7 compounds from above, arranged by the number in Lipid storage S3 cell count max, highest first:
SMILES	Lipid storage S3	Lipid storage S3 cell count max
O=C(O)c1ccc(CSc2nnc(-c3ccco3)n2-c2ccccc2)cc1	-7%	9
O=C1CCCc2c1[nH]c1ccccc21	5%	2
CCOC(=O)C1=C(C)N=C2SCCC(=O)N2C1c1cccs1 (stereo not given)	10%	-2
OC(COC(c1ccccc1)c1ccccc1)CN1CCCCC1 (stereo not given)	-11%	-8
Cc1cccc(NC(=O)CSC2=NN3CCCC(=O)N=C3S2)c1C	-11%	-10
Cc1ccn2cc(CCNS(=O)(=O)c3ccc4c(c3)OCCO4)nc2c1	-2%	-14
CC(CC(=O)Nc1ncc([N+](=O)[O-])s1)c1ccccc1 (stereo not given)	5%	-19

The listing picks up; the 6 compounds before the break are reprinted first.
SMILES	Lipid storage S3	Lipid storage S3 cell count max
CCCCc1ccc(NC2=NCC(=O)N2CCc2ccccc2)cc1	?	.
CC(CC(=O)Nc1ncc([N+](=O)[O-])s1)c1ccccc1 (stereo not given)	5%	-19
COc1ccccc1CNC(=O)CSc1ccc(Br)cc1	?	.
CCOc1cc(CNc2ccc(S(N)(=O)=O)cc2)ccc1OCC(=O)NC(C)(C)C	?	.
O=C(CN1CCc2cc3c(cc2C1)OCCCO3)Nc1cccc(Br)c1	?	.
COc1ccc(C(=O)Cc2ccc(OC)c(OC)c2)c(OC)c1	?	.
CCN(CC)CCCNc1ncnc2ccccc12	12%	0
Cc1nonc1OCC(C)(COc1nonc1C)NC(=O)c1ccc(Cl)cc1	-3%	-2
COc1ccc(C(=O)n2ccc(C)n2)cc1Br	i	-13
O=C(O)C1CCN(c2ccc(S(=O)(=O)N3CCOCC3)cc2[N+](=O)[O-])CC1	?	.
O=c1[nH]cnc2c1ncn2[C@@H]1O[C@H](CO)[C@@H](O)[C@H]1O	-1%	3
COc1ccc(N2CCN(S(=O)(=O)c3ccc(-c4cc(C)no4)s3)CC2)cc1	23µM*	.
COC(=O)c1cnn2c(C(F)(F)F)cc(-c3ccccc3)nc12	9%	-1
CC1CCN(C(=O)CN(c2ccc3c(c2)OCCO3)S(=O)(=O)c2ccccc2)CC1	?	.
O=C(O)c1ccccc1C(=O)N1N=C(c2ccccc2)CC1c1ccccc1O (stereo not given)	?	.
COc1cc(C(=O)NCC(=O)OC(C)C(=O)Nc2ncc(Cl)cc2Cl)cc(OC)c1OC (stereo not given)	?	.
CCOC(=O)c1c(C)[nH]c(C(=O)N/N=C\c2ccccc2Cl)c1C	?	.
COc1ccc(-c2nc3cc(NC(=O)Cc4ccc(OC)c(OC)c4)ccc3o2)cc1	?	.
Cc1ccc(S(=O)(=O)N2CCC(=O)N(CCOCc3ccccc3)CC2)cc1	?	.
COC(=O)c1cc(=O)n2c(sc3ccccc32)c1C#N	0%	-7
CCCCCCc1cc2cc(C(=O)NC)c(=N)oc2cc1O	-6%	-22
O=C(NC(=S)Nc1ccccc1N1CCCCC1)c1cccs1	?	.
Cc1nc2scc(-c3ccc(C(C)C)cc3)c2c(=O)n1N	11%	-28
Cc1cc(C)c(NC(=O)Cn2c(=O)n(Cc3ccco3)c(=O)c3ccccc32)c(C)c1	?	.
COc1ccc(C(C)=O)cc1Cn1nnc(-c2ccccc2Br)n1	5%	4
O=C(Nc1cccc(Br)c1)c1ccc2snnc2c1	?	.
C/C(=N\NC(=O)c1ccccc1O)c1cccs1	?	.
CCN1CCN(c2ccc(S(=O)(=O)N3CCCCC3)cc2NC(=O)COc2ccccc2)CC1	?	.
COc1ccccc1Nc1nccc(N(C)C)c1C#N	12%	-13
CC(=O)c1ccc(NC(=O)c2cc(Cl)nc3ccccc23)cc1	?	.
CCOC(=O)N1CCC(NCCNC(=O)c2ccco2)CC1	-7%	0

The listing continues.
SMILES	Lipid storage S3	Lipid storage S3 cell count max
Cc1c(NC(=O)COC(=O)c2cc(-c3ccc(-c4ccccc4)cc3)nc3ccccc23)c(=O)n(-c2ccccc2)n1C	-5%	8
Oc1[nH]c2ccccc2c1C1=NCCCC1	?	.
CCOc1ccc(CCNC(=O)c2ccc(N3CCCC3=O)cc2)cc1OCC	?	.
O=C(Cn1ccc([N+](=O)[O-])n1)Nc1nc2ccccc2s1	?	.
COc1ccccc1NC(=S)NC1CCCCC1	-1%	22
O=[N+]([O-])c1ccc(Cl)cc1Sc1nc2ccccc2o1	?	.
Cc1cc(C)n(-c2ccc(C(=O)OCC(=O)Nc3ccc(S(=O)(=O)N4CCCCC4)cc3)cc2)n1	-6%	-2
O=C1CC(=C2c3ccccc3-c3ccccc32)C(=O)N1CCCCN1CCN(c2ccccc2)CC1	-24%	-10
CC(C)(C)c1c(Cl)c(O)c(-c2ccccc2)c(=O)n1-c1ccccc1	?	.
COc1ccc(-c2coc3cc(O)ccc3c2=O)cc1O	16%	-21
Cc1cc(=O)oc(C)c1C(=O)NCc1ccccn1	14%	0
Cc1ccc2sc(N(CCCN(C)C)C(=O)CCS(=O)(=O)c3ccccc3)nc2c1C	?	.
CN(C(=O)Cc1csc(-c2ccccc2)n1)c1c(N)n(Cc2ccccc2)c(=O)[nH]c1=O	-33%[0.0737 µM]	29
N=c1sccn1CC(=O)NCc1ccc(Cl)cc1Cl	-13%	2
O=C(c1ccccc1)N1CCC(O)(c2cccnc2)CC1	?	.
Cc1cccc(NC(=O)c2ccc3c(c2)OCCO3)c1	?	.
CCOC(=O)c1sc2nc(C)nc(Nc3ccc(OC)cc3)c2c1C	3%	14
CC(C)C(NC(=O)c1ccccc1)C(=O)N1CCCCCC1 (stereo not given)	?	.
NC(=O)CSc1nnc(NC(=O)c2ccc(Br)o2)s1	?	.
Cc1ccc(NC(=O)C2SC(=Nc3ccccc3)C(C(=O)Nc3ccc(Cl)cc3)=C2N)cc1 (stereo not given)	?	.
O=C(O)c1cn(-c2ccc(N3CCCC3)c(F)c2)c2c(F)c(F)c(F)cc2c1=O	?	.
Cc1ccc(CNC(=O)COC(=O)CSc2ccc(Br)cc2C)cc1	-1%	7
Cc1cc(C(=O)Nn2c(C)nc3ccccc3c2=O)ccc1[N+](=O)[O-]	10%	-21
CCn1c(=O)cc(SCC(=O)N2CCCCC2)c2ccccc21	i	0
COc1cc(/C=C2/C(=N)N3C(=NC2=O)SN=C3S(=O)(=O)C(C)C)ccc1OS(=O)(=O)c1ccccc1	i	1

Other records
SMILES	Lipid storage S3	Lipid storage S3 cell count max
COC(=O)Cn1c2ccccc2c2nc(=O)cc(C)n21	?	.
Cc1cccc(C(=O)NCC(=O)NCC(c2ccco2)N2CCCCC2)c1 (stereo not given)	?	.
CCOc1cc(/C=C(/C#N)c2nc3ccccc3[nH]2)ccc1Oc1ccc([N+](=O)[O-])cn1	?	.
COc1cccc(-c2nn3c(-c4cc(C)[nH]n4)nnc3s2)c1	?	.
COc1cccc(C2/C(=C(/O)c3ccc(F)cc3)C(=O)C(=O)N2CCN(C)C)c1 (stereo not given)	1%	6
O=C(NCc1ccc(Cl)cc1)c1ccc(COCC(F)(F)F)o1	?	.
CC(CNC(=O)Cn1ccc(NC(=O)OCc2ccccc2)nc1=O)c1ccccc1 (stereo not given)	?	.
CC1(C)CC(=O)/C(=C(\O)CCCN2C(=O)c3ccccc3C2=O)C(=NCC(=O)O)C1	-5%	4
COC(=O)CN(c1ccc(F)cc1)S(=O)(=O)c1ccccc1	?	.
CCN(CC)CCN=CC1=C(O)CNC1=O	-17%	-9
CC1=Nc2ccc(C)cc2N(Cc2ccccc2)C(=O)C1	4%	16
Cc1ccc(-c2noc(C3CCCN(C(=O)C4CCCCC4)C3)n2)o1 (stereo not given)	?	.
N#CCCn1nc(-c2ccccc2)cc1Nc1ccccc1NC(=O)c1cccs1	?	.
CCCCCCCC1(C)NC(=O)NC1=O (stereo not given)	-1%	10
CCOC(=O)C1CCCN(C(=O)c2csc(-c3ccc4c(c3)CCO4)n2)C1 (stereo not given)	2%	2
O=C(c1cccnc1Nc1ccccc1F)N1CCOCC1	-5%	15
Cc1cccc(C)c1-n1c(C)cc(/C=N/NC(=O)CSc2ncccn2)c1C	-14%	0
Cn1c(N)c(C(=O)c2ccc(Oc3ccccc3)cc2)c(=O)n(C)c1=O	?	.
COc1cc(NC(=O)c2ccccc2Cl)ccc1NC(=O)c1cccs1	-4%	16
Cc1oncc1C(=S)Nc1ccccc1	1%	8
CCN(CC)C(=O)c1scc2c1OCCO2	14%	9
CCCC(=O)Nc1ccc(C(=O)NN=C(C2CC2)C2CC2)cc1	27%	.
Cc1cccn2c(=O)c(/C=C(\C#N)C(=O)NC3CCS(=O)(=O)C3)c(N3CCC(C(N)=O)CC3)nc12 (stereo not given)	12%	1

These rows are one share of the data; the hit share may differ from the screen's.
